High-throughput results: PubChem, several laboratories
Rev-erbA mod: Rev-erb alpha (human) modulation | AID 1259318 | activity, % at 10 µM | 370,000 tested, 0.79% active | P20393 | Rev-erbα–FITC-DNA binding, fluorescence polarization, 90 min;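 active = activity above about 14%, limit read from the data; passing the limit was not always enough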;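 also: 0% = DMSO wells with 35 nM protein and 100% = DMSO wells with 750 nM protein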
DAX1 inh-1: inhibits human nuclear receptor DAX1; AID 504766; HEK293 Gal4-DAX1 luciferase reporter, luminescence; P51843; inhibition, % at 6.75 µM; 340,000 tested, 0.99% active;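 active = inhibition above the mean over all tested compounds plus 3 SD, cut at about 4.2% in these data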;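 also: 0% = DAX1-transfected cells with DMSO and 100% = empty-vector control cells with DMSO; inhibition shows as a rise in luminescence from relieved DAX1 repression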
hgDAF12 agonist: agonists of H. glycines DAF-12 nuclear receptor; HEK293 GAL4-hgDAF12 UAS-luciferase reporter, agonist luminescence; normalized to butyrate control; activation, % at 6.8 µM; 370,000 tested, 1.8% active; AID 687014;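 active = activation above a cutoff set at the mean of all screened compounds plus 3 SD, cut at about 10% in these data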;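 also: 0% = DMSO wells and 100% = sodium butyrate wells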
PLCb3 inh: inhibitors of human phospholipase C beta3; Q01970; Purified PLC-beta3, fluorogenic substrate, fluorescence; inhibition, % at 12.2 µM; 370,000 tested, 0.18% active; in the data active = inhibition above about 11%;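 also: 0% = median of compound wells on plate and 100% = full blocker control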
PLC-gamma1 inh: blocks human PLC-gamma1 enzyme activity. P19174. purified PLC-gamma1, fluorogenic substrate, fluorescence. inhibition, % at 12.2 µM. 370,000 tested, 0.84% active. AID 720700; in the data active = inhibition above about 9.5%
SMARCA2 activ: activators of SMARCA2 function | activation, % at 9.1 µM | MG213 cells, MMTV-luciferase reporter, dexamethasone, overnight | AID 652017 | 370,000 tested, 1% active; in the data active = activation above about 7.8%;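 also: 0% = vehicle wells and 100% = reference activator wells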
ADAM17 inh: inhibitors of human ADAM17; 370,000 tested, 0.83% active; inhibition, % at 6.95 µM; recombinant ADAM17, EDANS/DABCYL FRET peptide cleavage;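 active = inhibition above the mean of compounds lying between control limits plus 3 SD, set per campaign, cut at about 8.5% in these data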;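 also: 0% = DMSO-only wells as the low control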
Target sequence (P78536 215-824 limits assumed): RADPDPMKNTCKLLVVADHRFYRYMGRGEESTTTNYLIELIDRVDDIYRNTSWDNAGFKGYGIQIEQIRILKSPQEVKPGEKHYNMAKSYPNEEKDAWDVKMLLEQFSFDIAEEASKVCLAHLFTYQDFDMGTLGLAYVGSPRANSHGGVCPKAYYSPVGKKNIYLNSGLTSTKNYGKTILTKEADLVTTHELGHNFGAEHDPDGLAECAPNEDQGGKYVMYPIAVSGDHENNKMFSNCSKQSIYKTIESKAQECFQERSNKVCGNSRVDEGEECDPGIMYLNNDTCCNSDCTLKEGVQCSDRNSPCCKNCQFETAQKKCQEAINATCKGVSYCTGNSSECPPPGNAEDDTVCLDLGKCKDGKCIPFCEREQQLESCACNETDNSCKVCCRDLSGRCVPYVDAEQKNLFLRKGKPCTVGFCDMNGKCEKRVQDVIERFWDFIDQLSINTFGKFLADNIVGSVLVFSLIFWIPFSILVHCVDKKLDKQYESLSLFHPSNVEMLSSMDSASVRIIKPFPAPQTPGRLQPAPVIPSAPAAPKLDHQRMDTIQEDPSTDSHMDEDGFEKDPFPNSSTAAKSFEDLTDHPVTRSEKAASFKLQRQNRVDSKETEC
MBD2 inh: blocks human MBD2 binding to methylated DNA. Q9UBB5. TR-FRET, MBD2 binding to methylated oligonucleotide. inhibition, % at 4.4 µM. 370,000 tested, 0.31% active. AID 686964; in the data active = inhibition above about 13%
Target sequence (Q9UBB5 whole entry, looked up): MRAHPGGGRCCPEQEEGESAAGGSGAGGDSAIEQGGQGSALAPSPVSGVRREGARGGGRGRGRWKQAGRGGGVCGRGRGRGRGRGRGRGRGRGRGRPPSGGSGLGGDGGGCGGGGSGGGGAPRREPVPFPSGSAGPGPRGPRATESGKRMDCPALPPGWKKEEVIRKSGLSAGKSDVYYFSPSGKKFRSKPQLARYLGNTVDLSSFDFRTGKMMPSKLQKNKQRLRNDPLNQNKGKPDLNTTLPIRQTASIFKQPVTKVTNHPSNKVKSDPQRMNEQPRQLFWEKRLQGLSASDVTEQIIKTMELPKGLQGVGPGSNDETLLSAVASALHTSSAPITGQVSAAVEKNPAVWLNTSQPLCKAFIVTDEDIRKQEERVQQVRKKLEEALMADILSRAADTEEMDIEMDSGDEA
ssDAF12 agonist: S. stercoralis DAF-12 activation, primary screen | HEK293 ssDAF-12/GRIP1 lit1-tk-luc reporter, luminescence; % of 3 µM dafachronic acid response | 370,000 tested, 1% active | AID 652126 | activation, % at 6.8 µM;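 active = activation above the mean over all tested compounds plus 3 SD, cut at about 0.9% in these data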;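 also: 0% = DMSO-only wells and 100% = 3 µM delta7-dafachronic acid wells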
hcDAF-12 act: H. contortus DAF-12 activation, primary screen; activation, % at 6.8 µM; 370,000 tested, 1.4% active; HEK293 hcDAF-12 lit1-tk-luc reporter, luminescence; 0% DMSO, 100% Δ7-dafachronic acid; AID 652067;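 active = activation above the mean of all tested compounds plus 3 SD, cut at about 5.5% in these data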;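 also: 100% = response to 3 µM Δ7-dafachronic acid high control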
DAX1 inh-2: DAX1 (NR0B1) inhibition, primary screen; HEK293T StAR-luciferase reporter, SF-1/DAX-1 repression relief; inhibition, % at 6.8 µM; 370,000 tested, 1.1% active; AID 652010;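 active = inhibition above the mean over all tested compounds plus 3 SD, cut at about 3.6% in these data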;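 also: 0% = DAX-1 cells with DMSO and 100% = cells lacking DAX-1 with DMSO; higher inhibition means more luminescence from relief of DAX-1 repression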
* = called active by the depositor; i = inactive; . = not tested or not shown.

SMILES | Rev-erbA mod | DAX1 inh-1 | hgDAF12 agonist | PLCb3 inh | PLC-gamma1 inh | SMARCA2 activ | ADAM17 inh | MBD2 inh | ssDAF12 agonist | hcDAF-12 act | DAX1 inh-2
COc1ccc(N2CCOCC2)c(NC(=O)c2ccc3c(c2)OCO3)c1 | -1 | -0.9 | -1.6 | -10 | -1 | -3 | 1 | 3 | -1.5 | -3.3 | -0.5
O=C(O)c1ccc(-c2nc(-c3ccccc3Cl)cs2)cc1 | -7 | 2.5 | 5.8 | -4 | -2 | 4 | -11 | 1 | -1.0 | 2.9 | 2.6
COc1ccccc1-c1cnn2c(NCCc3ccccc3)cc(C)nc12 | 1 | 0.4 | 1.9 | -245 | -173 | 5 | -45 | -2 | -0.9 | 0.5 | 0.8
O=C(COc1ccc(Cl)cc1)N1CCCCCCC1 | 6 | 0.5 | -0.2 | -3 | 3 | 0 | 2 | 0 | -0.9 | -1.6 | 0.0
CC(=O)N1Cc2[nH]c3ccccc3c2CC1C(=O)O (centres undefined) | -1 | -0.2 | 0.3 | -18 | -8 | -2 | -7 | 1 | -0.1 | -0.1 | 0.2
CCCc1cc(=O)oc2c(C)c(OCC(=O)N3CCC(C(N)=O)CC3)ccc12 | -2 | 4.2 | -0.5 | 0 | -2 | 2 | -24 | 4 | -0.5 | -1.9 | -0.9
O=C(NCCn1ccc2ccccc21)c1cccc([N+](=O)[O-])c1 | 2 | -0.5 | 1.3 | -4 | 2 | -3 | 0 | -2 | -2.0 | -2.2 | -1.4
O=C(COc1ccc(C(=O)Nc2ccc(Cl)cc2)cc1)NCc1ccccc1 | 4 | 0.1 | 0.9 | 2 | 2 | 1 | 3 | 2 | -1.4 | 0.3 | -0.7
CCOC(=O)CCN | -3 | 1.5 | 0.7 | -3 | -1 | 2 | 0 | 5 | -0.7 | 0.2 | 0.5
CC(=O)CSc1nc2ccc(Nc3nc(N4CCOCC4)nc(N4CCOCC4)n3)cc2s1 | 2 | 0.3 | -4.0 | -6 | -1 | 0 | -3 | 2 | -2.1 | -3.3 | -2.0
CC(=O)NC(Cc1ccccc1C)C(=O)NC1CCN(C(=O)NCc2ccccc2)CC1 (centres undefined) | 6 | 1.2 | -0.1 | -5 | 1 | -1 | 0 | 1 | 0.3 | -2.9 | -0.3
C=C[C@@H]1c2ccccc2N(S(=O)(=O)c2ccc(C)cc2)[C@H](c2ccc(OC(C)=O)cc2)C1(C#N)C#N | 2 | 0.8 | 3.5 | -4 | 0 | -3 | 6 | 9 | -0.8 | -0.1 | -0.8
COc1cc(CNc2ccc3c(c2)CCC3)cc(OC)c1O | -3 | 0.5 | -0.2 | -5 | -5 | 3 | -5 | -3 | -1.4 | -0.1 | 0.5
COc1cccc(Nc2nc(-c3cccnc3)cs2)c1 | -5 | 4.4* | 14* | -7 | -1 | 11* | -1 | 4 | 1.7* | 13* | 1.5
CCNC(=O)NC(=O)c1csc([N+](=O)[O-])c1 | -4 | 0.4 | 1.3 | -3 | 1 | -2 | -2 | -3 | -1.4 | -0.6 | -0.2
COc1ccc(CCN2CCCC(CN(C)C(=O)c3ccoc3C)C2)cc1 (centres undefined) | 3 | 0.4 | 2.1 | -9 | -1 | 2 | -6 | 4 | -0.9 | 0.4 | -0.6
C=CCOc1ccc2ccccc2c1CNCCCN1CCOCC1 | -1 | 1.2 | 1.4 | 7 | 0 | 1 | 1 | 0 | -1.4 | 0.4 | -0.1
O=C(NCc1cccnc1)c1cc(C2CCCN(C(=O)C3CCCCC3)C2)on1 (centres undefined) | 0 | . | 0.3 | 0 | 3 | -2 | -2 | 3 | -1.0 | -1.3 | 0.1
CC1(C(=O)N2CCC(CC3CC(c4cccc(Br)c4)=NO3)(C(=O)NCC3CCCCC3)CC2)CC1 (centres undefined) | -7 | 0.1 | -0.1 | 6 | 6 | 1 | 4 | -2 | -1.6 | -1.0 | -0.3
CC(=O)N1N=C(c2cccc(NS(=O)(=O)c3ccc(C)cc3)c2)CC1c1ccco1 (centres undefined) | -4 | 1.1 | -0.6 | -33 | -14 | -1 | 0 | -1 | -1.0 | -1.6 | -0.8
CCN(c1ccccc1)S(=O)(=O)c1cccc(C(=O)N2CCN(S(=O)(=O)c3ccccc3)CC2)c1 | -4 | -0.8 | -2.5 | -6 | 2 | -2 | -2 | -1 | -1.4 | -1.7 | -3.9
O=C(Cn1c(NCCO)nc2ccccc21)NCCc1ccccc1 | 12 | -0.5 | -1.5 | 4 | 2 | 5 | 1 | -3 | -0.5 | 1.3 | -0.9
Nc1ccccc1C(O)(Cc1ccccc1)c1ccccc1 (centres undefined) | -1 | 1.2 | -0.9 | 0 | -2 | -2 | 3 | 2 | -0.8 | 0.8 | -0.1
O=C(CCC(=O)Nc1ccc(Br)cc1)N/N=C/c1ccc(O)cc1 | -1 | 0.6 | 0.5 | -6 | -1 | -2 | -3 | 3 | -1.4 | 0.1 | 0.2
COc1ccccc1NC(=S)N(Cc1ccc(C)cc1)Cc1ccccn1 | -6 | 0.3 | 3.2 | -3 | 2 | 3 | 0 | -1 | -1.2 | -2.1 | 0.5

A few values from the entries so far.
Nc1ccccc1C(O)(Cc1ccccc1)c1ccccc1 (centres undefined) in ADAM17 inh = 3
O=C(NCc1cccnc1)c1cc(C2CCCN(C(=O)C3CCCCC3)C2)on1 (centres undefined) in hgDAF12 agonist = 0.3

Carrying on:
SMILES | Rev-erbA mod | DAX1 inh-1 | hgDAF12 agonist | PLCb3 inh | PLC-gamma1 inh | SMARCA2 activ | ADAM17 inh | MBD2 inh | ssDAF12 agonist | hcDAF-12 act | DAX1 inh-2
NC(=O)c1ccc(NC(=O)c2ccc(COc3ccc(F)cc3)o2)cc1 | 6 | -0.4 | -0.3 | -2 | -3 | -3 | 1 | 4 | -0.8 | -1.5 | -0.2
CC1CCN(C(=O)COC(=O)CNC(=O)c2ccccc2F)CC1 | -7 | -0.3 | 0.7 | -6 | 9 | -3 | -3 | -2 | -1.5 | -0.9 | -0.4
Cc1ccccc1C(=O)NC(=S)NC1CCS(=O)(=O)C1 (centres undefined) | 3 | -0.5 | 0.3 | -5 | -2 | 0 | -3 | -2 | -1.3 | -0.1 | -1.4
CCC(C)/C(C)=N/NC(=O)c1ccc(COc2ccc(Cl)c(C)c2)cc1 (centres undefined) | 9 | 1.2 | 8.0 | -9 | -4 | -2 | -2 | 4 | -0.9 | 2.2 | 0.5
CC1CCCC(C)N1C(=O)COC(=O)c1n[nH]c(=O)c2ccccc12 (centres undefined) | 9 | -0.2 | 0.5 | 4 | 4 | 4 | 0 | 2 | -0.9 | 0.4 | 2.1
CCCc1nnc(NC(=O)CCC(=O)NC2CCCC2)s1 | 7 | 0.5 | 1.6 | -4 | 2 | 0 | -3 | 4 | -0.6 | 0.3 | 0.3
Cc1c(CCOC(=O)c2ccc([N+](=O)[O-])cc2)sc[n+]1CC(=O)c1ccccc1 | 0 | 2.5 | -4.4 | 4 | 9 | 0 | 1 | 0 | -1.3 | -2.0 | -0.7
Cn1cnc([N+](=O)[O-])c1SCCO | 0 | 1.5 | -1.0 | -6 | 5 | -1 | 0 | -4 | -0.5 | 0.1 | -0.7
Cc1cc(NC(=O)c2ccc(Cl)c(S(=O)(=O)N3CCOCC3)c2)no1 | -3 | 0.8 | 0.5 | 2 | 0 | 2 | 1 | -3 | -1.0 | -1.6 | -0.2
CCOc1ncccc1C(=O)Nc1ccc(Cl)c(S(=O)(=O)N2CCCC2)c1 | 33* | -1.4 | -5.9 | -8 | 1 | -6 | -5 | 6 | -2.4 | -4.2 | -1.4
O=C(c1ccc(S(=O)(=O)Nc2ccccc2Cl)cc1)N1CCCC1 | -4 | 2.0 | 0.8 | -2 | 0 | 1 | -1 | -7 | -1.4 | -0.6 | 0.2
CC(NC(=O)c1ccco1)C1COc2ccccc2O1 (centres undefined) | 3 | 0.3 | -0.5 | 1 | 4 | 1 | 1 | -5 | -0.6 | 0.2 | 0.1
Cn1c(=O)c2c(nc(CN3CCN(C(=O)c4ccco4)CC3)n2CC(=O)C(C)(C)C)n(C)c1=O | 4 | 1.6 | -0.1 | -2 | 0 | -1 | 2 | -6 | -1.2 | -1.0 | -0.3
COc1ccc(/C=C/C(=O)NC(CCSC)C(=O)O)cc1 (centres undefined) | -1 | 2.6 | -3.1 | -1 | 1 | -4 | -3 | -5 | -1.6 | -0.2 | 0.1
CCn1cc(C2N3CC4(C)CN2CC(C)(C3)C4=O)c2ccccc21 (centres undefined) | 50* | 1.0 | 1.0 | -1 | 0 | -3 | 1 | -3 | -1.5 | 0.7 | 1.3
COC(=O)[C@]12C[C@H](CC(=O)NCCC(C)C)C(=O)N(CCc3ccc(OC)c(OC)c3)C1=C[C@H](C(C)C)O[C@@H]2C1CC1 | 10 | . | -2.5 | 2 | 2 | 5 | -2 | 4 | -0.9 | -1.1 | 0.1
Cc1ccccc1NC(=O)CCN1CCCC1 | -6 | 3.0 | 4.4 | 9 | 7 | -5 | 1 | -2 | -1.4 | 1.0 | 0.1
CSCCC(NC(C)=O)C(=O)Oc1ccc2c3c(c(=O)oc2c1)CCCC3 (centres undefined) | 2 | -0.5 | -2.1 | i | i | -3 | i | -1 | -1.8 | -1.1 | -0.6
COc1ccc(NC(=O)CCNC(C)=O)cc1NS(=O)(=O)c1ccc(F)cc1 | -4 | 0.0 | 0.8 | -4 | -33 | -2 | -5 | -2 | -1.6 | -0.5 | -0.1
CSCSC1=C(C#N)C(c2ccccc2Cl)C(C(C)=O)=C(C)N1 (centres undefined) | 1 | -0.6 | -0.4 | -1 | 4 | -3 | 15* | -5 | -1.8 | -2.0 | 0.0
Cc1ccc(S(=O)(=O)NCC(=O)OCC(=O)N(CCC#N)c2ccccc2)cc1 | 7 | -0.3 | 0.7 | 2 | -4 | -5 | -5 | 0 | -1.1 | -0.7 | 0.2
Cc1cc(NC(=O)c2ccc(F)cc2)no1 | 0 | 2.5 | 3.9 | -7 | -2 | 7 | -3 | 2 | -0.9 | 4.3 | 0.8
COc1ccc(-c2cc(C(=O)Nc3cc(S(=O)(=O)N4CCOCC4)ccc3N3CCOCC3)c3ccccc3n2)cc1 | 7 | -2.1 | 0.8 | -47 | -38 | 2 | -8 | 5 | -1.5 | -1.4 | -1.2
COP(=O)(OC)c1nc(-c2ccc(C)cc2)oc1N1CCCCC1 | -5 | -0.6 | 1.8 | -120 | -81 | 1 | -379 | -2 | -1.1 | -0.1 | -0.1
CC(=O)Nc1cccc(OCC(=O)Nc2ccc(F)cc2)c1 | -5 | -1.4 | 2.6 | 3 | 1 | -2 | -4 | 0 | -1.1 | -0.6 | 0.0
COCCn1c(SCC(=O)Nc2ccc(S(N)(=O)=O)cc2)nc2ccccc21 | 5 | 1.0 | -1.3 | 4 | 3 | 1 | 3 | 0 | -1.1 | -1.3 | -0.3
O=C(CSc1nnc2c(n1)[nH]c1ccc(S(=O)(=O)N3CCOCC3)cc12)Nc1ccc(F)c(F)c1 | 45* | -0.4 | -0.9 | 1 | -1 | -2 | 2 | -4 | -0.9 | -0.2 | 0.0
Cc1ccc(NC(=O)CCS(=O)(=O)c2cccc3nonc23)c(Br)c1 | 8 | 0.5 | -2.3 | -5 | 1 | 0 | 2 | -1 | -0.9 | -1.0 | -0.2
COCCNc1ncnc2c1cnn2Cc1ccccc1Cl | -2 | 0.0 | -1.8 | -1 | 5 | 1 | 2 | -1 | -1.4 | -1.9 | -0.6
